# Screening results deposited in PubChem BioAssay by Broad Institute.
# IDH1 R132H inh: IDH1 R132H (human) inhibition; 0.18% of 70,000 active; IDH1 R132H reductase, diaphorase/resazurin fluorescence, 60 min; inhibition, % at 10 µM; O75874; AID 624101; in the data active = inhibition above about 34%;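 also: 0% = DMSO and 100% = no enzyme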
# Target sequence (O75874 whole entry R132H): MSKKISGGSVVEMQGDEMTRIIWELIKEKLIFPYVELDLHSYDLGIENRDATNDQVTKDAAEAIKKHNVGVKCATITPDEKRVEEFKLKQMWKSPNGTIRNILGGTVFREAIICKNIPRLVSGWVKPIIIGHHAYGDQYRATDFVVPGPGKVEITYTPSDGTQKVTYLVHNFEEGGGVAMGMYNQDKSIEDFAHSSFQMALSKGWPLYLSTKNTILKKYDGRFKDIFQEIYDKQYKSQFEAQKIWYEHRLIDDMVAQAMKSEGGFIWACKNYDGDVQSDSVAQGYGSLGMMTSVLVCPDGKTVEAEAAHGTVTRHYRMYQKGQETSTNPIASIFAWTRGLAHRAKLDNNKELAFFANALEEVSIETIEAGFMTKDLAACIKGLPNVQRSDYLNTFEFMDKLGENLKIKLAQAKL
# PRC2 inh: blocks human EZH2/PRC2 H3K27 methylation; Q15910; DELFIA TRF, 1 h; inhibition, % at 12.5 µM; 0.35% of 57,000 active;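 active = mean inhibition of replicates at least 50% and every single replicate also reaching 50%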;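 also: dimethyl H3K27 on biotinylated H3 21-44 peptide detected by antibody; plate controls were median neutral control wells for no effect and median positive control wells for full effect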
# * marks the source's active call; other numbers are inactive results; x = no result given. A portion of the library, so the mix of outcomes need not match the whole.
SMILES,IDH1 R132H inh,PRC2 inh
Cc1ccc(S(=O)(=O)Nc2cccc3c2O[C@@H](CN(C)Cc2ccc(C(F)(F)F)cc2)[C@H](C)CN([C@H](C)CO)C3=O)cc1,-3.5,x
C[C@H]1CN([C@@H](C)CO)C(=O)c2cc(C#Cc3ccccc3F)cnc2O[C@@H]1CN(C)C(=O)C1CCC1,0.2,x
Cc1ccc(S(=O)(=O)N(C)C[C@@H]2Oc3c(NC(=O)Nc4ccccc4)cccc3C(=O)N([C@H](C)CO)C[C@H]2C)cc1,x,9.0
COCCNC(=O)C[C@H]1C[C@H]2c3cc(NS(C)(=O)=O)ccc3O[C@H]2[C@@H](CO)O1,-0.3,4.6
C[C@@H]1CN([C@@H](C)CO)C(=O)Cc2cc(NC(=O)C3CCCCC3)ccc2O[C@@H]1CN(C)CC1CC1,0.2,-0.8
COc1cccc(CNC(=O)C[C@@H]2C=C[C@H](NC(=O)C3CC3)[C@H](CO)O2)c1,0.0,18.7
COc1ccc(S(=O)(=O)N(C)C[C@H]2Oc3ncc(C#CC4(O)CCCC4)cc3C(=O)N([C@@H](C)CO)C[C@@H]2C)cc1,x,14.2
Cc1ccc(S(=O)(=O)N(C)C[C@H]2Oc3ccc(NC(=O)c4ccncc4)cc3CC(=O)N([C@H](C)CO)C[C@@H]2C)cc1,0.1,-7.1
COc1ccc(S(=O)(=O)N(C)C[C@H]2Oc3ccc(NC(=O)CCCN(C)C)cc3CC(=O)N([C@@H](C)CO)C[C@@H]2C)cc1,0.8,x
Cc1noc(C)c1NC(=O)Nc1ccc2c(c1)CC(=O)N([C@H](C)CO)C[C@H](C)[C@@H](CN(C)C(=O)Nc1c(C)noc1C)O2,-0.7,x
CC(C)(C)c1ccc(OCC(=O)Nc2cccnc2)c(Br)c1,0.0,4.1
O=C(O)CCCc1ccccc1,-0.1,-7.5
Cc1ccc(N(CC(N)=O)S(=O)(=O)c2ccc(Cl)cc2)cc1C,5.6,-7.7
O=C(C[C@H]1C[C@@H]2c3cc(NC(=O)Nc4ccccc4)ccc3O[C@@H]2[C@H](CO)O1)NCCN1CCCCC1,-0.1,-1.4
C[C@H]1CN([C@@H](C)CO)C(=O)c2cccc(NC(=O)Nc3ccccc3)c2O[C@@H]1CN(C)S(=O)(=O)c1cn(C)cn1,-0.3,x
Cc1ccc(-c2ccc3c(c2)O[C@@H](CN(C)S(C)(=O)=O)[C@@H](C)CN([C@H](C)CO)S3(=O)=O)cc1,-2.4,13.6
C[C@@H]1CCCCO[C@@H](CN(C)CC2CCCCC2)[C@@H](C)CN([C@H](C)CO)C(=O)c2cc(NC(=O)c3ccncc3)ccc2O1,0.6,x
C[C@@H]1CN([C@H](C)CO)C(=O)c2ccccc2-c2ccccc2CO[C@H]1CN(C)S(=O)(=O)c1ccsc1,x,0.2
Cc1cc(C)c(OCC(O)CN2CCN(CCO)CC2)c(C)c1 (centres undefined),0.3,-12.3
COc1ccc(S(=O)(=O)N(C)C[C@@H]2Oc3c(NC(=O)Nc4cccc5ccccc45)cccc3C(=O)N([C@@H](C)CO)C[C@@H]2C)cc1,1.1,x
C[C@@H]1CN([C@H](C)CO)C(=O)c2cc(-c3cccc(F)c3)cnc2O[C@H]1CN(C)C(=O)c1ccccn1,-0.3,-14.7
O=C(O)C(Cc1ccccc1)N1C(=O)c2ccccc2C1=O (centres undefined),-0.1,7.8
O=C(N[C@H]1C=C[C@H](CC(=O)N2CCC(Cc3ccccc3)CC2)O[C@H]1CO)c1cnccn1,-0.1,-2.8
O=[N+]([O-])c1ccc(S(=O)(=O)NCCN2CCOCC2)cc1,-0.5,0.9
Cc1ccc(C)c(NC(=O)C(C)N(c2ccc(C)c(C)c2)S(C)(=O)=O)c1 (centres undefined),0.0,6.3
C[C@@H]1CN([C@H](C)CO)C(=O)c2cc(NC(=O)Cc3ccccc3)ccc2O[C@H]1CN(C)Cc1ccc2c(c1)OCO2,0.8,19.9
CO[C@H]1CN(C)C(=O)c2cc(NS(=O)(=O)c3ccc(Cl)cc3)ccc2OC[C@H](C)NC[C@@H]1C,0.2,-0.3
C[C@H](CO)N1C[C@H](C)[C@H](CN(C)C(=O)Nc2ccc(F)cc2)Oc2ccc(NC(=O)CCCN(C)C)cc2C1=O,1.5,12.7
CC(C)CC(NS(=O)(=O)c1cccc2nsnc12)C(=O)O (centres undefined),0.1,2.0
CC(=O)OCC(=O)[C@@]1(O)[C@H](C)C[C@H]2[C@@H]3CCC4=CC(=O)C=C[C@]4(C)[C@@]3(F)[C@@H](O)C[C@@]21C,0.1,-0.5
C[C@H]1CN([C@@H](C)CO)C(=O)c2cccc(NC(=O)NC3CCCCC3)c2O[C@@H]1CN(C)C(=O)Nc1cccc2ccccc12,-1.8,-20.0
C[C@@H]1CN([C@H](C)CO)C(=O)Cc2cc(NC(=O)Cc3cn(C)c4ccccc34)ccc2O[C@@H]1CN(C)S(=O)(=O)c1ccc(F)cc1,-1.0,x
C[C@@H]1CN([C@H](C)CO)C(=O)c2cccc(NC(=O)Nc3ccccc3)c2O[C@@H]1CN(C)C(=O)Nc1cccc2ccccc12,-4.1,4.6
COc1ccc(-c2nnc(SCC(=O)Nc3ccc(Br)cc3C(C)C)o2)cc1,0.4,13.6
C[C@@H]1CCCCO[C@@H](CN(C)S(=O)(=O)c2ccc(Cl)cc2)[C@@H](C)CN([C@@H](C)CO)C(=O)c2cc(NC(=O)C3CCCCC3)ccc2O1,-0.7,x
C[C@@H]1CN([C@@H](C)CO)C(=O)c2cccc(NC(=O)c3cnccn3)c2O[C@H]1CN(C)C(=O)Nc1ccc(C(F)(F)F)cc1,x,0.0
O=C(CCN1CCCCC1)N[C@H]1CC[C@@H](CCn2cc(-c3ccccc3)nn2)O[C@H]1CO,0.1,0.5
C[C@@H]1CN([C@@H](C)CO)C(=O)Cc2cc(NC(=O)Nc3ccc4c(c3)OCO4)ccc2O[C@@H]1CN(C)Cc1ccc(-c2ccccc2)cc1,-1.7,x
COc1cccc(C(=O)COc2ccc(NC(=O)c3ccccc3C)cc2)c1,-0.4,0.6
Cc1ccc(C)c(S(=O)(=O)NCC(=O)Nc2ccc(F)c(Cl)c2)c1,0.1,2.3
COc1ccc(S(=O)(=O)N(C)C[C@H]2Oc3c(NS(C)(=O)=O)cccc3C(=O)N([C@H](C)CO)C[C@H]2C)cc1,0.7,x
Cn1cnc(S(=O)(=O)N[C@H]2C=C[C@@H](CC(=O)Nc3ccccc3)O[C@@H]2CO)c1,-0.4,2.0
CO[C@H]1CN(C)C(=O)c2ccc(NC(=O)C3CCC3)cc2OC[C@@H](C)N(Cc2cccnc2)C[C@H]1C,-0.1,1.2
CO[C@H]1CN(C)C(=O)c2ccc(NS(=O)(=O)c3cn(C)cn3)cc2OC[C@H](C)N(C)C[C@H]1C,0.0,-3.9
C[C@@H]1CCCCO[C@H](CN(C)Cc2ccc3c(c2)OCO3)[C@@H](C)CN([C@@H](C)CO)C(=O)c2cc(NS(=O)(=O)c3ccccc3)ccc2O1,1.0,x
CC(=O)N(C)C[C@H]1Oc2ncc(C#CC3(O)CCCC3)cc2C(=O)N([C@@H](C)CO)C[C@@H]1C,0.0,-5.9
Cc1cc(C)c2c(=O)[nH]c(SCC(=O)N3CCOCC3)nc2n1,-0.3,-1.5
C[C@H](CO)N1C[C@H](C)[C@@H](CN(C)Cc2ccccn2)Oc2ncc(C#C[C@@H](C)O)cc2C1=O,x,-8.0
C[C@@H]1CCCCO[C@H](CN(C)C(=O)Nc2ccccc2)[C@H](C)CN([C@@H](C)CO)C(=O)c2cc(NS(C)(=O)=O)ccc2O1,1.7,x
CNC[C@H]1Oc2ccc(NS(=O)(=O)c3ccccc3)cc2C(=O)N([C@H](C)CO)C[C@@H]1C,4.9,x
COc1cc(O)cc(C)c1C(=O)OC1C(CO)OC(n2ccc(=O)[nH]c2=O)C1OC(C)=O (centres undefined),0.0,-7.5
O=C(NCC(O)CO)[C@@]1(CCS(=O)(=O)c2ccccc2)N=C(c2ccc(OCCCO)cc2)O[C@H]1c1ccccc1 (some centres undefined),x,-10.4
COc1ccc(NC(=O)N(C)C[C@@H]2OCCCC[C@H](C)Oc3ccc(NS(=O)(=O)c4cccs4)cc3C(=O)N([C@H](C)CO)C[C@H]2C)cc1,0.7,x
C=C(CO)C1Cc2c(ccc3c(=O)c4c(oc23)COc2cc(OC)c(OC)cc2-4)O1 (centres undefined),1.7,-14.2
C[C@@H]1CN([C@H](C)CO)C(=O)c2cc(/C=C/c3ccccc3)cnc2O[C@@H]1CN(C)S(=O)(=O)c1cccs1,1.0,0.2
COc1ccc(S(=O)(=O)N(C)C[C@@H]2Oc3ccc(NC(=O)Nc4ccccc4)cc3C(=O)N([C@@H](C)CO)C[C@H]2C)cc1,-1.7,x
Cc1ccc(S(=O)(=O)N[C@@H]2CC[C@H](CCNC(=O)C3CC3)O[C@@H]2CO)cc1,0.3,6.8
O=C(N[C@@H]1CC[C@H](CCNS(=O)(=O)c2cccc(Cl)c2)O[C@H]1CO)c1ccncc1,-0.5,19.2
COc1ccc(CN(C)C[C@H]2Oc3ccc(NC(=O)Nc4ccc(C(F)(F)F)cc4)cc3CC(=O)N([C@@H](C)CO)C[C@@H]2C)cc1,-1.5,x
O=C(C[C@H]1CC[C@H](NC(=O)Nc2cc(F)ccc2F)[C@H](CO)O1)NCc1ccc2c(c1)OCO2,-0.4,1.8

# Eleven of these compounds, set out differently.
Compound | IDH1 R132H inh | PRC2 inh
Cc1ccc(S(=O)(=O)Nc2cccc3c2O[C@@H](CN(C)Cc2ccc(C(F)(F)F)cc2)[C@H](C)CN([C@H](C)CO)C3=O)cc1 | -3.5 | x
C[C@H]1CN([C@@H](C)CO)C(=O)c2cc(C#Cc3ccccc3F)cnc2O[C@@H]1CN(C)C(=O)C1CCC1 | 0.2 | x
Cc1ccc(S(=O)(=O)N(C)C[C@@H]2Oc3c(NC(=O)Nc4ccccc4)cccc3C(=O)N([C@H](C)CO)C[C@H]2C)cc1 | x | 9.0
COCCNC(=O)C[C@H]1C[C@H]2c3cc(NS(C)(=O)=O)ccc3O[C@H]2[C@@H](CO)O1 | -0.3 | 4.6
C[C@@H]1CN([C@@H](C)CO)C(=O)Cc2cc(NC(=O)C3CCCCC3)ccc2O[C@@H]1CN(C)CC1CC1 | 0.2 | -0.8
COc1cccc(CNC(=O)C[C@@H]2C=C[C@H](NC(=O)C3CC3)[C@H](CO)O2)c1 | 0.0 | 18.7
COc1ccc(S(=O)(=O)N(C)C[C@H]2Oc3ncc(C#CC4(O)CCCC4)cc3C(=O)N([C@@H](C)CO)C[C@@H]2C)cc1 | x | 14.2
Cc1ccc(S(=O)(=O)N(C)C[C@H]2Oc3ccc(NC(=O)c4ccncc4)cc3CC(=O)N([C@H](C)CO)C[C@@H]2C)cc1 | 0.1 | -7.1
COc1ccc(S(=O)(=O)N(C)C[C@H]2Oc3ccc(NC(=O)CCCN(C)C)cc3CC(=O)N([C@@H](C)CO)C[C@@H]2C)cc1 | 0.8 | x
Cc1noc(C)c1NC(=O)Nc1ccc2c(c1)CC(=O)N([C@H](C)CO)C[C@H](C)[C@@H](CN(C)C(=O)Nc1c(C)noc1C)O2 | -0.7 | x
CC(C)(C)c1ccc(OCC(=O)Nc2cccnc2)c(Br)c1 | 0.0 | 4.1

# Further entries:
SMILES,IDH1 R132H inh,PRC2 inh
O=C(CCSc1ccc([N+](=O)[O-])cc1)Nc1cccc2cccnc12,-0.4,20.5
CC(=O)Oc1ccccc1C(=O)OCO/N=[N+](\[O-])N1CCC[C@H]1C(=O)O,x,4.0
CCC(=O)N1C[C@@H](C)[C@H](OC)CN(C)C(=O)c2ccc(NC(=O)C3CC3)cc2OC[C@H]1C,-0.1,-4.4
COc1ccc(S(=O)(=O)Nc2cccc3c2O[C@H](CN(C)S(=O)(=O)c2ccc(C)cc2)[C@@H](C)CN([C@@H](C)CO)C3=O)cc1,-2.9,x
C[C@@H]1CN([C@@H](C)CO)C(=O)c2cc(NC(=O)Nc3cccc4ccccc34)ccc2O[C@@H]1CN(C)Cc1ccc(C(F)(F)F)cc1,0.0,x
C[C@@H]1CCCCO[C@H](CN(C)Cc2ccncc2)[C@H](C)CN([C@@H](C)CO)C(=O)c2cc(NS(=O)(=O)c3cccs3)ccc2O1,12.2,x
CNC[C@@H]1Oc2cc(C#CC3(O)CCCC3)ccc2S(=O)(=O)N([C@@H](C)CO)C[C@@H]1C,1.9,4.1
Cc1cc(C(=O)Nc2cccc3c2O[C@H](CN(C)C(=O)Nc2ccccc2)[C@H](C)CN([C@@H](C)CO)C3=O)n(C)n1,-3.1,9.6
O=C(C[C@@H]1C[C@@H]2c3cc(NC(=O)CC4CC4)ccc3O[C@@H]2[C@@H](CO)O1)NCc1cc(F)ccc1F,-0.1,-2.5
C[C@@H]1CN([C@@H](C)CO)S(=O)(=O)c2ccc(C#Cc3ccncc3)cc2O[C@H]1CN(C)C(=O)C1CCOCC1,6.4,-5.1
COCC(=O)Nc1ccc2c(c1)C(=O)N(C)C[C@@H](OC)[C@H](C)CN(CCc1ccccc1)[C@@H](C)CO2,-0.3,4.3
Cc1ccc(C2OCC3(CO2)COC(c2ccc(C)cc2)OC3)cc1 (centres undefined),-0.4,2.2
COc1ccc(CN(C)C[C@@H]2Oc3ccc(NS(=O)(=O)c4cccs4)cc3C(=O)N([C@@H](C)CO)C[C@@H]2C)cc1,2.2,x
O=C(C[C@H]1C=C[C@@H](NC(=O)C2CCC2)[C@@H](CO)O1)NC1CCCCC1,0.1,7.1
CNC[C@H]1OCCCC[C@H](C)Oc2ccc(NS(=O)(=O)c3ccccc3)cc2C(=O)N([C@@H](C)CO)C[C@H]1C,0.6,-4.1
C[C@H]1CN([C@@H](C)CO)C(=O)c2cc(NS(C)(=O)=O)ccc2O[C@@H]1CN(C)C(=O)Nc1ccc2c(c1)OCO2,2.8,x
C[C@H]1CN([C@@H](C)CO)C(=O)c2cc(/C=C/c3ccccc3)cnc2O[C@@H]1CN(C)C(=O)c1ccccc1,0.5,0.1
CCCN1C[C@@H](C)[C@@H](OC)CN(C)C(=O)c2ccc(NC(=O)Nc3c(C)noc3C)cc2OC[C@@H]1C,-0.5,4.4
CNC[C@H]1Oc2cc(-c3ccccc3F)ccc2S(=O)(=O)N([C@H](C)CO)C[C@H]1C,-0.7,-10.6
